ssDAF12 agonist: activates DAF-12 receptor from parasite S. stercoralis. HEK293 ssDAF-12/GRIP1 lit1-tk-luc reporter, luminescence; % of 3 µM dafachronic acid response. activation, % at 6.8 µM. actives 1% (n = 370,000);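 active = activation above the mean over all tested compounds plus 3 SD, cut at about 0.9% in these data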;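 also: 0% = DMSO-only wells and 100% = 3 µM delta7-dafachronic acid wells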
ADAM17 inh: inhibits human ADAM17; P78536; recombinant ADAM17, EDANS/DABCYL FRET peptide cleavage; inhibition, % at 6.95 µM; actives 0.83% (n = 370,000);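 active = inhibition above the mean of compounds lying between control limits plus 3 SD, set per campaign, cut at about 8.5% in these data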;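 also: 0% = DMSO-only wells as the low control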
SMARCA2 act: increases SMARCA2 function in MMTV reporter cells; AID 652017; MG213 cells, MMTV-luciferase reporter, dexamethasone, overnight; actives 1% (n = 370,000); activation, % at 9.1 µM; in the data active = activation above about 7.8%;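 also: 0% = vehicle wells and 100% = reference activator wells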
DAX1 inh-1: inhibitors of human orphan nuclear receptor DAX1 (NR0B1); P51843; HEK293 Gal4-DAX1 luciferase reporter, luminescence; inhibition, % at 6.75 µM; actives 0.99% (n = 340,000); AID 504766;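 active = inhibition above the mean over all tested compounds plus 3 SD, cut at about 4.2% in these data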;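 also: 0% = DAX1-transfected cells with DMSO and 100% = empty-vector control cells with DMSO; inhibition shows as a rise in luminescence from relieved DAX1 repression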
hcDAF12 agonist: activators of H. contortus DAF-12 nuclear receptor; HEK293 hcDAF-12 lit1-tk-luc reporter, luminescence; 0% DMSO, 100% Δ7-dafachronic acid; activation, % at 6.8 µM; actives 1.4% (n = 370,000); AID 652067;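 active = activation above the mean of all tested compounds plus 3 SD, cut at about 5.5% in these data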;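 also: 100% = response to 3 µM Δ7-dafachronic acid high control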
PLCg1 inh: blocks human PLC-gamma1 enzyme activity; purified PLC-gamma1, fluorogenic substrate, fluorescence; P19174; actives 0.84% (n = 370,000); inhibition, % at 12.2 µM; in the data active = inhibition above about 9.5%
MBD2 DNA inh: blocks human MBD2 binding to methylated DNA | Q9UBB5 | TR-FRET, MBD2 binding to methylated oligonucleotide | inhibition, % at 4.4 µM | actives 0.31% (n = 370,000); in the data active = inhibition above about 13%
Target sequence (Q9UBB5 whole entry, looked up): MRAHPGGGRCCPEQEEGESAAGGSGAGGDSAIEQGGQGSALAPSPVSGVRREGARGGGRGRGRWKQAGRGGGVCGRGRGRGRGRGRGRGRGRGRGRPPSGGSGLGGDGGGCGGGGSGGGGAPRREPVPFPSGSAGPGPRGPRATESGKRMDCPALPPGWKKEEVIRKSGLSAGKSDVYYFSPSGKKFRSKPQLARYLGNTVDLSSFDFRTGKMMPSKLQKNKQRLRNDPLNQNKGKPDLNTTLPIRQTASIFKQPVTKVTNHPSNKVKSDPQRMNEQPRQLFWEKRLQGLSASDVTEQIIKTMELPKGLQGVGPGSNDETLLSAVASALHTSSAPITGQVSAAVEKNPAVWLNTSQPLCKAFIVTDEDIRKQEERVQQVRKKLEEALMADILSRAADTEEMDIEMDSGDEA
PLC-beta3 inh: PLC-beta3 (human) inhibition, primary screen | Q01970 | Purified PLC-beta3, fluorogenic substrate, fluorescence | inhibition, % at 12.2 µM | actives 0.18% (n = 370,000) | AID 720704; in the data active = inhibition above about 11%;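 also: 0% = median of compound wells on plate and 100% = full blocker control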
NR1D1 modulator: modulators of human Rev-erb alpha DNA binding; Rev-erbα–FITC-DNA binding, fluorescence polarization, 90 min; activity, % at 10 µM; actives 0.79% (n = 370,000);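 active = activity above about 14%, limit read from the data; passing the limit was not always enough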;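 also: 0% = DMSO wells with 35 nM protein and 100% = DMSO wells with 750 nM protein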
Target sequence (P20393 whole entry, looked up): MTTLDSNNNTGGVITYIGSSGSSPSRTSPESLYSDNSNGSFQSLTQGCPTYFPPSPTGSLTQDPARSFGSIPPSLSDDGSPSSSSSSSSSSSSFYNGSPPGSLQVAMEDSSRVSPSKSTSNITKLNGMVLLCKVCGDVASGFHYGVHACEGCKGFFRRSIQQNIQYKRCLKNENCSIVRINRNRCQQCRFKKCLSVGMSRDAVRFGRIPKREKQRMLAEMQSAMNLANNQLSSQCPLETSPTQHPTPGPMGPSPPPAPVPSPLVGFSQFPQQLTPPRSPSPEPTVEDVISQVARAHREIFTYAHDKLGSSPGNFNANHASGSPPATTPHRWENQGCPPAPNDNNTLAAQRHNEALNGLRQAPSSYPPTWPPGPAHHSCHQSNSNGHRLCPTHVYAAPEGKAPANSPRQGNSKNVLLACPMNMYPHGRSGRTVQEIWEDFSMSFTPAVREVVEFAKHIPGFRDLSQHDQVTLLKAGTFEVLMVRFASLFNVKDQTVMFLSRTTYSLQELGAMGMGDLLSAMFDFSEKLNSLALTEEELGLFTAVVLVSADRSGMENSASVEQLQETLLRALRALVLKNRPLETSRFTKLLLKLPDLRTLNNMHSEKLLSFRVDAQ
hgDAF12 agonist: agonists of H. glycines DAF-12 nuclear receptor | HEK293 GAL4-hgDAF12 UAS-luciferase reporter, agonist luminescence; normalized to butyrate control | actives 1.8% (n = 370,000) | activation, % at 6.8 µM;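 active = activation above a cutoff set at the mean of all screened compounds plus 3 SD, cut at about 10% in these data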;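 also: 0% = DMSO wells and 100% = sodium butyrate wells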
DAX1 inh-2: blocks DAX1 repression of SF-1 activated StAR promoter | HEK293T StAR-luciferase reporter, SF-1/DAX-1 repression relief | inhibition, % at 6.8 µM | AID 652010 | actives 1.1% (n = 370,000);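 active = inhibition above the mean over all tested compounds plus 3 SD, cut at about 3.6% in these data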;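 also: 0% = DAX-1 cells with DMSO and 100% = cells lacking DAX-1 with DMSO; higher inhibition means more luminescence from relief of DAX-1 repression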
* = called active by the depositor; i = inactive; x = no result given.

SMILES	ssDAF12 agonist	ADAM17 inh	SMARCA2 act	DAX1 inh-1	hcDAF12 agonist	PLCg1 inh	MBD2 DNA inh	PLC-beta3 inh	NR1D1 modulator	hgDAF12 agonist	DAX1 inh-2
CSc1ncccc1C(=O)OCC(=O)NC(N)=O	-1.6	-6	-5	0.3	-0.8	0	-6	-1	-3	-0.6	-0.4
C[C@H](CO)N1C[C@H](C)[C@@H](CN(C)S(=O)(=O)c2ccccc2)Oc2ccc(NC(=O)c3ccncc3)cc2C1=O	-1.2	7	-2	0.1	-1.5	3	0	6	4	0.5	0.2
NC(=O)CSc1nc(N)c2c3c(sc2n1)CCCCC3	-0.9	-6	4	-0.4	-1.1	6	-3	3	-3	1.0	0.1
CCC1CCCCN1C(=O)c1ccc(OC2CCN(C(=O)COC)CC2)cc1 (stereo not drawn)	-0.3	0	-1	0.6	1.8	-2	-4	-6	-3	2.0	0.7
Cc1c(C(=O)NCC2CCCO2)oc2ccc(S(=O)(=O)N3CCCC3)cc12 (stereo not drawn)	-0.7	-1	-3	1.3	-0.4	0	-2	0	3	-1.1	-0.8
Cn1c(NCc2cc(Br)ccc2O)nc2ccccc21	-1.1	5	0	1.6	-2.1	5	2	4	-5	-1.0	-1.0
Nc1cc(Oc2ccc(F)cc2F)cc([N+](=O)[O-])c1	-1.1	6	-3	-1.6	0.0	4	-1	5	3	-2.0	-0.6
Cc1ccsc1C(=O)OCC(=O)NCc1ccc2c(c1)OCO2	-0.8	2	3	0.8	0.2	0	-3	6	3	5.4	0.4
CC(C)C(C)NC(=O)Cn1cnc2c(oc3ccccc32)c1=O (stereo not drawn)	-0.2	1	3	0.1	0.5	0	-2	-8	5	1.4	-0.2
CCc1nnc(NC(=O)CSc2nnc(C3CC3)n2C)s1	-1.2	-4	-1	-0.1	-1.0	0	4	-6	-4	1.8	0.5
O=C1[C@H](Cc2ccccc2)NCC=CC[C@H](c2ccco2)N1Cc1ccccc1	-1.2	-1	1	-0.2	-2.9	6	-5	0	2	-1.2	-0.3
CCC(C)c1ccccc1N1CC(C(=O)N2CCN(C(=O)c3ccco3)CC2)CC1=O (stereo not drawn)	-1.1	-4	-3	1.0	-1.7	4	6	-5	-3	-0.6	-1.6

Part of the list above in order of SMILES length, high to low.
SMILES	ssDAF12 agonist	ADAM17 inh	SMARCA2 act	DAX1 inh-1	hcDAF12 agonist	PLCg1 inh	MBD2 DNA inh	PLC-beta3 inh	NR1D1 modulator	hgDAF12 agonist	DAX1 inh-2
C[C@H](CO)N1C[C@H](C)[C@@H](CN(C)S(=O)(=O)c2ccccc2)Oc2ccc(NC(=O)c3ccncc3)cc2C1=O	-1.2	7	-2	0.1	-1.5	3	0	6	4	0.5	0.2
CCC(C)c1ccccc1N1CC(C(=O)N2CCN(C(=O)c3ccco3)CC2)CC1=O (stereo not drawn)	-1.1	-4	-3	1.0	-1.7	4	6	-5	-3	-0.6	-1.6
Cc1c(C(=O)NCC2CCCO2)oc2ccc(S(=O)(=O)N3CCCC3)cc12 (stereo not drawn)	-0.7	-1	-3	1.3	-0.4	0	-2	0	3	-1.1	-0.8
CC(C)C(C)NC(=O)Cn1cnc2c(oc3ccccc32)c1=O (stereo not drawn)	-0.2	1	3	0.1	0.5	0	-2	-8	5	1.4	-0.2
Cc1ccsc1C(=O)OCC(=O)NCc1ccc2c(c1)OCO2	-0.8	2	3	0.8	0.2	0	-3	6	3	5.4	0.4
CCc1nnc(NC(=O)CSc2nnc(C3CC3)n2C)s1	-1.2	-4	-1	-0.1	-1.0	0	4	-6	-4	1.8	0.5
CSc1ncccc1C(=O)OCC(=O)NC(N)=O	-1.6	-6	-5	0.3	-0.8	0	-6	-1	-3	-0.6	-0.4

2 entries from above, with values under each structure.
Each structure is followed by: ssDAF12 agonist, ADAM17 inh, SMARCA2 act, DAX1 inh-1, hcDAF12 agonist, PLCg1 inh, MBD2 DNA inh, PLC-beta3 inh, NR1D1 modulator, hgDAF12 agonist, DAX1 inh-2
- CSc1ncccc1C(=O)OCC(=O)NC(N)=O
    -1.6, -6, -5, 0.3, -0.8, 0, -6, -1, -3, -0.6, -0.4
- C[C@H](CO)N1C[C@H](C)[C@@H](CN(C)S(=O)(=O)c2ccccc2)Oc2ccc(NC(=O)c3ccncc3)cc2C1=O
    -1.2, 7, -2, 0.1, -1.5, 3, 0, 6, 4, 0.5, 0.2

More records:
SMILES	ssDAF12 agonist	ADAM17 inh	SMARCA2 act	DAX1 inh-1	hcDAF12 agonist	PLCg1 inh	MBD2 DNA inh	PLC-beta3 inh	NR1D1 modulator	hgDAF12 agonist	DAX1 inh-2
CCOC(=O)c1cnc(-n2[nH]c(C)cc2=O)[nH]c1=O	-1.4	-1	-1	x	0.1	-3	-2	-1	-5	-2.6	0.2
CCN(CC)C(=O)CSc1nc(N)c(C(=O)Nc2ccc(OC)cc2)s1	-1.1	0	0	0.3	-3.5	3	-2	5	-5	0.1	-0.1
Cc1cccc2nc(-c3cccc(NC(=O)Cc4ccccc4)c3)cn12	-2.0	-12	13*	-0.2	-2.6	-1	-3	-1	-1	-1.9	0.2
CC(=O)N1CCC(C(=O)N2c3ccccc3N=C(c3ccc(C(F)(F)F)cc3)C2C(=O)NC(C)(C)C)CC1 (stereo not drawn)	0.2	-15	1	x	0.1	-338	-8	i	3	3.1	-0.5
COc1ccc(OC)c(CN2C(=O)c3ccccc3C2C(=O)NCC2CCCO2)c1 (stereo not drawn)	0.3	-3	2	0.7	0.2	3	1	-8	3	-0.4	0.1
Cc1cc(C)c(C)c(OCCCn2ccnc2)c1	-1.0	-1	-2	0.4	-1.2	-1	0	-3	7	-0.1	-1.1
C=CC[C@@H](CC(=O)N[C@H](CO)Cc1ccccc1)C(=O)N[C@@H](C)COC(=O)[C@@H](CC=C)CC(=O)OC(C)(C)C	-1.1	-4	-2	0.1	-1.8	0	4	4	-5	-1.6	-0.6
Cc1ccccc1C(=O)N1CCN(c2ccc(NC(=O)Cc3ccccc3)cc2)CC1	-0.8	1	-2	-0.4	-0.7	4	-2	-2	-4	0.2	-1.0
CN(CC(=O)Nc1cccc(F)c1)C(=O)CCNC(=O)c1ccc(Br)cc1	-0.6	2	0	0.9	2.2	0	0	-4	3	1.2	2.6
Cc1cccc(N(C(=O)CS(=O)CC(=O)Nc2ccc3c(c2)OCO3)C(C)C(=O)NC2CCCC2)c1C (stereo not drawn)	-1.5	2	-1	-2.5	0.5	5	-3	0	-5	-4.5	-0.3
CC(C)CCN1CCN(Cc2ccc(Sc3nncn3C)o2)CC1CCO (stereo not drawn)	-1.0	1	-2	1.8	0.4	3	-4	-1	1	-2.2	-0.1
COc1ccc(C2=CCN3CCCCC3C2)c(-c2ccc(OC)c(OC)c2)c1 (stereo not drawn)	-1.2	-3	2	1.6	-1.6	-30	2	-50	2	1.6	0.5
Cc1nn(C)cc1C(C)NC(=O)c1cc(COc2ccc(F)c(F)c2)on1 (stereo not drawn)	-0.7	-2	3	0.0	-1.2	1	-6	-2	-2	-2.5	-0.4
CCC(C)CNC(=O)c1oc(=O)c2ccccc2c1-c1ccc(C)cc1 (stereo not drawn)	-1.8	2	-2	x	1.3	0	2	1	3	-2.7	-0.5
OCCC#Cc1ccc(CN2CCN(C3CCCCC3)C(CCO)C2)cc1 (stereo not drawn)	-1.2	3	-4	-2.4	1.4	8	-3	6	-4	3.4	1.0
O=C(NCc1ccccc1Cl)c1ccc(S(=O)(=O)Nc2cccc(C(F)(F)F)c2)cc1	-1.0	6	1	-0.2	-2.2	3	-6	5	-6	-2.7	-0.1
O=C(COc1ccc(F)cc1)NCCCn1ccnc1	-0.8	-3	-4	-0.8	1.2	7	-2	-6	4	-0.3	0.4
COc1c(Cl)cnn(-c2cccc(C)c2)c1=O	-0.5	-3	-1	1.4	-0.6	-2	-4	-2	0	0.3	0.1
Cc1csc(NC(=O)Cc2nn(C)c(=O)c3ccccc23)n1	-2.2	-1	-3	-2.6	-3.9	1	-6	3	-1	-6.1	-2.9
NS(=O)(=O)c1ccc(O)c(NC(=O)c2ccc([N+](=O)[O-])o2)c1	-0.3	-4	0	-1.3	-0.1	3	-6	-7	-2	-1.4	-0.7
O=C1CCC(C(=O)N2CCCC2)CN1Cc1cccc(C(F)(F)F)c1 (stereo not drawn)	-1.4	-1	-1	0.0	1.5	1	-1	-3	2	0.1	0.1
CCOC(=O)COn1c(=O)c[n+]([O-])c2ccccc21	0.1	-7	-2	0.2	1.3	-16	-2	-19	2	2.1	-0.2
Cc1ccc(-c2nc3c(c(SCC(=O)N4CCOCC4)n2)COC(C)(C)C3)cc1	-1.3	-1	0	-0.4	0.2	1	-5	-3	2	0.7	-0.5
CCOC(=O)N1CCN(S(=O)(=O)c2ccc(C)c(C)c2C)CC1	-1.4	1	0	-1.4	-0.9	5	3	4	-2	-2.8	0.2
COc1cccc(Nc2nc(-c3cccc(N4C(=O)c5ccccc5C4=O)c3)cs2)c1	-0.8	3	3	-0.1	-0.1	2	5	-2	3	3.5	-0.2
CCN(CC)C(=O)Cn1cc(C(=O)C(=O)NCC2COc3ccccc3O2)c2ccccc21 (stereo not drawn)	-1.9	1	-2	-0.2	-0.2	-3	-1	-9	2	-3.3	-1.0
O=C(C(=O)N1CCC(Cc2ccccc2)CC1)c1ccccc1Br	-0.7	3	-4	x	0.2	8	6	2	7	1.5	-0.8
CCOC(=O)C1CCCN(C(=O)c2cccc(NC(=O)C(CC)CC)c2)C1 (stereo not drawn)	-1.3	-1	2	2.6	-0.4	2	-6	-4	-3	-0.9	-0.2
CCN(C(C)=O)c1ccc(Oc2nc(OC)cc(OC)n2)cc1	-1.8	4	-2	1.9	-1.7	5	1	5	2	-3.0	-0.9
COc1ccc2c(c1)oc(=O)c1c3ccccc3[nH]c21	-1.8	-14	0	-2.8	-1.4	-35	3	-39	75*	4.3	-1.2
CCC1(C)Cc2nc3[nH]c(=S)n(-c4ccccc4C)c(=O)c3cc2CO1 (stereo not drawn)	-1.6	-4	1	0.3	-0.7	3	-2	-5	-3	-0.1	-0.6
CCNc1nnc(-c2ccccc2OC)s1	-1.2	-250	1	x	-2.1	-64	1	-85	-7	0.9	0.2
CN(CC(=O)Nc1ccccc1Br)C(=O)c1cccnc1Nc1cccc(C(F)(F)F)c1	-1.2	6	-2	0.8	1.6	1	-6	-1	0	1.5	-0.5
NC(=S)n1[nH]c(-c2ccc([N+](=O)[O-])cc2)c(N=Nc2cccc(Cl)c2)c1=O	-1.1	0	-2	-0.3	-1.8	1	-5	-2	10	0.6	-1.0
CC(CCc1ccccc1)NC(=O)CN1CCN(c2ccccc2)CC1 (stereo not drawn)	-1.6	1	8.7*	0.0	-0.1	2	-4	-10	7	2.3	0.9
O=C(NCc1ccco1)c1ccc(COc2ccccc2Cl)cc1	-1.4	-3	0	-1.4	-1.5	-4	2	-4	-1	0.5	-1.3
Cc1cc(C)cc(OCC(=O)N(Cc2ccc(N(C)C)cc2)C2CCS(=O)(=O)C2)c1 (stereo not drawn)	-1.3	1	4	-2.8	-1.5	3	-7	-4	0	-1.1	-0.2
CCN1CCN(C(=O)c2ccccc2NC(=O)c2ccc(Cl)cc2)CC1	-0.4	5	0	1.7	-0.8	5	-2	-3	-3	0.6	0.2
Cc1[nH]c2ccc(C(=O)NCCCN3CCCC3)cc2c1C	-1.2	-2	-3	0.6	-0.9	-3	-1	-4	8	-0.8	-1.8

Screening data: PubChem BioAssay, several laboratories
